Screening results from PubChem.
GPR151 activ = activators of human GPR151, primary screen, cell-based, PathHunter beta-arrestin, luminescence. G-protein coupled receptor 151 (Homo sapiens), Q8TDV0. activation, % at 11.2 µM. actives 1% (n = 650,000). PathHunter beta-arrestin GPR151 cells; in the data active means activation above about 4.9%;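 further: 0% = median of compound wells and 100% = cells with positive control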
Target sequence (Q8TDV0 whole entry, looked up): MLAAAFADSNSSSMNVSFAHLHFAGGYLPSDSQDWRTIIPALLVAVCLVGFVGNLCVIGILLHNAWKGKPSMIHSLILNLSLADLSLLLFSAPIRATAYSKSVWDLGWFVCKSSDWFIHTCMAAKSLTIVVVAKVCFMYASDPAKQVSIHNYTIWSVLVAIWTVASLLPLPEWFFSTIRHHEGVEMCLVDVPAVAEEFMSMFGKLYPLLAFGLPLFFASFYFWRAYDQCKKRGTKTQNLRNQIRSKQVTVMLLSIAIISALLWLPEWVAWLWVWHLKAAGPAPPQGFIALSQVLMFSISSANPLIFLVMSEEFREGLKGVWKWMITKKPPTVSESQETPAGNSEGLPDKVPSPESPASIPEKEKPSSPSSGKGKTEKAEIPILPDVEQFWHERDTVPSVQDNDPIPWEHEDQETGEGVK
FBW7 act = FBW7 E3 ligase activators, primary screen, biochemical, AlphaScreen, human. normalized activity (activation), % at 26.1 µM. F-box/WD repeat-containing protein 7 (Homo sapiens), Q969H0. AID 1259310, 2017. AlphaScreen FBW7–phospho-cyclin E peptide binding, activator screen. actives 0.13% (n = 650,000); in the data active means normalized activity above about 1.9%;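 further: purified mutant Fbw7 with reduced substrate affinity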
MITF inh = MITF inhibitors, primary screen, biochemical, AlphaScreen, human | Microphthalmia-associated transcription factor (Homo sapiens), O75030 | AlphaScreen MITF homodimerization, bead proximity signal | actives 0.91% (n = 650,000) | AID 1259374, 2018 | inhibition, % at 2.6 µM; in the data active means inhibition above about 50%;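 further: 0% = vehicle wells with protein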
Target sequence (O75030 whole entry, looked up): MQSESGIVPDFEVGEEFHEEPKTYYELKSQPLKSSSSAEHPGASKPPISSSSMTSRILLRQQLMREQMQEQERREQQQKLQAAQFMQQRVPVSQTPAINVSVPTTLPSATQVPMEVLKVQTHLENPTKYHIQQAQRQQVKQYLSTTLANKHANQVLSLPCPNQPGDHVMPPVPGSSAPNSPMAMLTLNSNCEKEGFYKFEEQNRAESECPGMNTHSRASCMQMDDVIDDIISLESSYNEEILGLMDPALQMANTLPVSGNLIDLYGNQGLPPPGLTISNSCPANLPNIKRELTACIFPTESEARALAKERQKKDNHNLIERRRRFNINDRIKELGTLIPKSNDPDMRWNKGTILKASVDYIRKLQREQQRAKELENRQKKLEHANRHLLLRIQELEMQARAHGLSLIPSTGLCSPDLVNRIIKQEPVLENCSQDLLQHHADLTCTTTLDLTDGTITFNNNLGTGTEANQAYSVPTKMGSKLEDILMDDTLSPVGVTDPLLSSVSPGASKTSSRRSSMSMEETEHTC
TEAD-YAP inh = TEAD-YAP interaction inhibition, primary screen, TEAD-YAP interaction inhibitor project, luminescence, HEK-TIYL cells. actives 1.4% (n = 640,000). inhibition, % at 9.12 µM. AID 1259422, 2018. TEAD-Gal4/YAP UAS-luciferase luminescence; in the data active means inhibition above about 32%;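 further: 0% = median of test compound wells and 100% = reference inhibitor wells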
An asterisk follows results filed as active; . = not tested or not shown.

Values in the order: MITF inh	TEAD-YAP inh	GPR151 activ	FBW7 act
1. Cc1cc(NS(=O)(=O)c2ccc(C(C)(C)C)cc2)no1
  10.7	1.2	-0.1	0.1
2. Cc1nc(NC2CCN(S(=O)(=O)c3ccccc3)CC2)[nH]c(=O)c1C
  9.0	-5.7	3.9	0.9
3. O=C(CCCOc1ccccc1)Nc1ccc(I)cc1
  -14.3	-0.9	-1.4	0.2
4. CCCCOC(=O)Cn1c(=O)oc2ccc(C)cc21
  -5.0	-2.5	0.9	0.0
5. O=C(Nc1nc2ccccc2s1)c1ccc(F)cc1
  17.2	21.1	-8.3	0.3
6. CC(C)N(CCNc1nc(N2CCC(N3CCOCC3)CC2)nc2c1ncn2-c1ccccc1)C(C)C
  8.8	5.5	-1.1	-0.1
7. N#CC1=C(N)Oc2n[nH]c(-c3cccnc3)c2C1c1ccsc1 (stereo not given)
  -5.0	9.1	3.6	-0.4
8. CCOC(=O)C1CCCN(C/C=C/c2ccccc2)C1 (stereo not given)
  2.2	11.6	0.9	-0.3
9. CC(C(=O)c1ccccc1)C1(O)C(=O)N(Cc2ccc(Cl)cc2)c2ccccc21 (stereo not given)
  -6.3	1.9	1.1	-0.2
10. Cc1ccc(C(=O)NCC(=O)OCC(=O)c2ccc(C)c([N+](=O)[O-])c2)cc1
  -1.0	0.0	0.7	-0.1
11. O=C1C2CCCN2C(c2ccccc2Cl)N1c1nccs1 (stereo not given)
  -5.9	-12.6	0.9	0.9
12. CCOc1ccc(S(=O)(=O)Nc2ccccc2C(=O)NN)cc1
  9.7	-2.8	1.6	-0.1
13. Nc1c(C(=O)NCc2cccs2)nnn1-c1ccc(Cl)cc1Cl
  1.7	-1.9	0.5	0.1
14. CCOC(=O)C1=C(C)N=c2s/c(=C\c3cc(OC)ccc3OC)c(=O)n2C1c1ccc(OCC)c(OCC)c1 (stereo not given)
  0.2	-6.5	-0.6	0.7
15. CC(Oc1ccc([N+](=O)[O-])cc1)C(=O)NNC(=S)NC1CCCC1 (stereo not given)
  -6.7	-13.7	2.1	0.0
16. O=C(NCCCO)C1CCN(S(=O)(=O)c2ccccc2)CC1
  -14.8	-1.0	1.2	-0.1
17. Cc1cccc(NC(=O)c2cc([N+](=O)[O-])ccc2O)c1
  1.0	-57.7	-6.7	0.0
18. O=C(CSc1nnc(NCc2ccccc2)s1)c1ccc2c(c1)OCCO2
  7.0	5.5	-0.1	0.4
19. COc1ccc(CNC(=O)CCCn2nc(C)n3ccnc3c2=O)cc1
  -3.2	0.0	-2.0	0.3
20. CN(C(=O)c1ccc(C(=O)N(C)c2ccccc2)cc1)c1ccccc1
  -0.2	6.9	-1.5	-0.1
21. COc1cc(OC)cc(C(=O)Nc2ccccc2-c2nc3ccccc3[nH]2)c1
  -0.5	1.1	-0.6	-0.1
22. COc1ccc2c(c1)CC(C(=O)Nc1ccc(-c3cn[nH]c3)cc1O[C@@H]1CCN(C)C1)CC2 (stereo not given in full)
  9.9	2.5	-0.7	-0.1
23. Cc1ccc(N2C(=O)c3ccc(C(=O)N4CCN(Cc5ccccc5)CC4)cc3C2=O)cc1
  -29.9	-9.3	-0.3	0.1
24. COc1ccccc1N1CC(C(=O)OCC(=O)c2ccc(C)cc2)CC1=O (stereo not given)
  4.6	2.6	-0.2	-0.1
25. Cc1ccccc1CN1CCNC(=O)C1CC(=O)NCCCc1ccccc1 (stereo not given)
  1.0	0.9	1.0	-0.1
26. CCN(CC)CC(=O)NN1CC(=O)N(c2cccc(Cl)c2)CC1=O
  -13.4	0.7	-0.1	0.4
27. CCOc1cc2nc3c4ccccc4n(CC(C)C)c3nc2cc1OCC
  -4.1	0.7	-1.0	0.0
28. O=C(NCC1(c2ccccc2)CCCC1)C(F)(F)F
  16.5	7.4	-0.3	0.3
29. CCOc1ccc(N2C(=O)CC(N(Cc3ccc(OC)cc3)C(=O)CC)C2=O)cc1 (stereo not given)
  8.9	6.6	1.0	0.2
30. CCc1ccc(/C=N/NS(=O)(=O)c2ccc(Cl)cc2)cc1
  4.2	6.4	0.4	0.1
31. COc1ccccc1CNC(=O)C1CCCN(Cc2nc(-c3ccccc3C)oc2C)C1 (stereo not given)
  -13.2	-9.6	-0.7	0.0
32. COc1ccc(-c2nc3c(c4c2C[C@H](C)OC4)CN(CCC(C)C)CC3)cc1
  15.6	.	-2.4	-0.1
33. Cc1cccc(NC(=O)c2c(O)c3ccccc3n(C)c2=O)n1
  -14.3	-13.1	1.8	0.0
34. CC(=O)N1CCN(Cc2ccc3c(c2)CN(C(=O)Cc2cscn2)CCO3)CC1
  -2.9	-9.3	0.2	0.0
35. COc1ccc(CN2CCN(Cc3cccc(OC)c3O)CC2CCO)cc1C (stereo not given)
  7.2	3.4	-0.7	0.2
36. COc1ccc(CCNC(=O)c2cc(S(=O)(=O)N3CCCCC3)c[nH]2)cc1OC
  -13.4	1.6	0.1	-0.1
37. c1ccc(Nc2cc(-c3cccnc3)nc(-c3ccncc3)n2)cc1
  14.0	-0.4	1.5	0.1
38. CC(C)c1ccc(OCC(=O)Nc2ccccc2C(C)C)cc1
  6.9	3.3	-0.5	0.4
39. Cc1ccc2c(c1Br)C1(C(=O)N2)C(C#N)=C(N)Oc2n[nH]c(-c3ccc(F)cc3)c21 (stereo not given)
  5.7	6.7	-1.0	-0.3
40. COc1cc(/C=C2/C(=N)N3N=C(C(C)C)SC3=NC2=O)cc(OC)c1OC
  0.7	0.2	0.9	0.0

A draw from above in order of molecular weight, low to high:
Values in the order: MITF inh	TEAD-YAP inh	GPR151 activ	FBW7 act
33. Cc1cccc(NC(=O)c2c(O)c3ccccc3n(C)c2=O)n1
  -14.3	-13.1	1.8	0.0
35. COc1ccc(CN2CCN(Cc3cccc(OC)c3O)CC2CCO)cc1C (stereo not given)
  7.2	3.4	-0.7	0.2
34. CC(=O)N1CCN(Cc2ccc3c(c2)CN(C(=O)Cc2cscn2)CCO3)CC1
  -2.9	-9.3	0.2	0.0
39. Cc1ccc2c(c1Br)C1(C(=O)N2)C(C#N)=C(N)Oc2n[nH]c(-c3ccc(F)cc3)c21 (stereo not given)
  5.7	6.7	-1.0	-0.3

Continuation:
Values in the order: MITF inh	TEAD-YAP inh	GPR151 activ	FBW7 act
41. CC12C(=O)N(c3ccccn3)C(=O)C1C1C=CC2C1 (stereo not given)
  -7.3	0.5	-0.2	-0.1
42. CCN1CCN(C(=O)c2cc(COc3ccc(F)cc3F)on2)[C@@H](C)C1=O
  20.4	11.2	0.9	0.3
43. Cc1cc(C)nc(SCC(=O)Nc2c(C)n[nH]c2C)n1
  2.2	6.6	0.1	0.2
44. COc1ccc(-c2cc3c(=O)n(CC(=O)NCc4ccccc4)ncn3n2)cc1
  4.0	-4.8	1.3	0.2
45. COCCCNC(=O)Nc1nnc(N(C)Cc2ccccc2)s1
  -1.6	1.3	1.4	-0.2
46. COc1ccc(-c2cc(C(F)(F)F)n3nc(C(=O)Nc4ccc(Cl)cc4C(F)(F)F)cc3n2)cc1
  10.8	8.4	0.5	0.1
47. COc1ccc(-n2c(/C=C/c3ccc(N(C)C)cc3)nc3ccccc3c2=O)cc1Cl
  12.5	2.4	-1.8	0.6
48. S=C(NCCN1CCOCC1)Nc1cccc2cnccc12
  -10.9	-8.4	-0.5	-0.3
49. Cc1cc(C)nc(NS(=O)(=O)c2ccc(N3C(=O)C=CC3=O)cc2)n1
  60.7*	-4.2	1.2	-0.5
50. COc1cc(O)ccc1C(C)=O
  19.1	-2.7	-2.3	0.1
51. CCS(=O)(=O)N1CCC(C(=O)NCc2ccco2)CC1
  -6.6	-10.3	-0.5	-0.1
52. CCN(CC)c1nc(Nc2ccc(N3CCOCC3)cc2)nc(Nc2nccc3ccccc23)n1
  -0.9	-3.8	3.2	-0.3
53. O=C(NC1CCCCCC1)c1cnc2n(c1=O)CCS2
  9.3	-14.4	-0.1	0.6
54. COCCn1c2ccccc2n2c(=O)[nH]nc12
  15.5	3.1	0.1	-0.1
55. CCN(CC)C(=O)C1=C(C)NC(=O)NC1c1c(F)cccc1Cl (stereo not given)
  8.5	-5.1	4.1	0.8
56. Cn1c(=O)n(C)c2cc(S(=O)(=O)Nc3ccccc3C(=O)O)ccc21
  -7.8	-0.2	0.4	-0.1
57. O=C(Nc1ccc(F)cc1F)N1CCC(n2c(=O)[nH]c3ccccc32)CC1
  3.8	10.8	-2.1	0.4
58. CC1=C(C(=O)OC2CCCCCCC2)C(c2ccccc2Br)NC(=O)N1 (stereo not given)
  14.0	-3.6	0.8	0.2
59. O=C(CSCc1cccc2ccccc12)Nc1c[nH]c(=O)[nH]c1=O
  -3.7	-0.7	2.4	-0.1
60. c1ccc(Nc2nc(NCc3ccco3)nc(Nc3ccccc3)n2)cc1
  -1.6	-10.7	-0.7	-0.2
61. COCCNC(=O)c1ccc2c(=O)n(Cc3ccco3)c(SCC(=O)Nc3ccccc3Cl)nc2c1
  -3.8	5.9	0.8	0.0
62. Cc1ccc2[nH]c3nc(SCC(=O)Nc4ccc5c(c4)OCO5)nnc3c2c1
  11.4	3.3	1.1	-0.1
63. CN(C)c1nc2nonc2nc1NCCc1cnn(-c2ccccc2)c1
  15.0	-32.6	2.3	0.1
64. Cn1nccc1C(=O)Oc1ccc(/C=N/NC(=O)c2ccccc2O)cc1
  7.7	14.7	-4.8	0.3
65. COc1ccc(C2C(C(=O)Nc3ccccc3OC)=C(C)NC3=C2C(=O)CCC3)c(OC)c1 (stereo not given)
  -13.3	-2.0	-0.3	0.0
66. COC(=O)c1ccc(NC(=O)/C(Cl)=C/c2ccccc2)cc1
  5.4	-56.2	0.7	-0.1
67. NC(=O)c1c(NC(=O)COc2cccc(Br)c2)sc2c1CCCC2
  4.0	0.5	-0.5	0.0
68. CCC(C(=O)Nc1cc(OC)ccc1OC)n1nnc(C(=O)OC)c1C(=O)OC (stereo not given)
  11.4	-7.7	-0.5	0.2
69. CC1CCN(C2CCN(S(=O)(=O)c3ccc(F)cc3)CC2)CC1
  42.1	1.5	-1.3	0.1
70. COc1ccc(NC(=O)C2=C(C)NC(=O)NC2c2cccc([N+](=O)[O-])c2)cc1 (stereo not given)
  -10.4	12.8	1.1	-0.3
71. COc1ccc(CC(=O)OCC(=O)NC(=O)C(C)C)cc1
  -9.6	-4.1	2.4	0.1
72. CCOC(=O)N1CCN(C(=O)CSc2cc(-c3ccccc3)ncn2)CC1
  0.4	8.4	-1.0	0.1
73. CCOC(=O)c1sc2nc(SCc3cc(C(C)=O)ccc3OC)n(Cc3ccc(Cl)cc3)c(=O)c2c1C
  -21.1	-2.9	1.2	0.1
74. CC(NC(=O)CN1N=C(c2ccccc2)Cn2c(cc3sccc32)C1=O)c1ccncc1 (stereo not given)
  7.7	4.2	-0.6	0.1
75. O=C(CNS(=O)(=O)c1ccc([N+](=O)[O-])cc1)N/N=C/c1ccc(O)cc1O
  25.3	-1.1	1.6	-0.9
76. COc1ccc(C2=N/C(=C\c3ccc(OC)cc3OC)C(=O)O2)c(Cl)c1
  8.6	-0.1	-1.6	0.6
77. CCOC(=O)C1=NN(c2ccc(C)cc2)C2C(=O)N(c3ccccc3[N+](=O)[O-])C(=O)C12 (stereo not given)
  -14.2	-2.2	2.3	0.0
78. COc1ccc(-c2nc(NC3CC3)c3ncn(-c4ccccc4)c3n2)cn1
  18.5	47.6*	-1.0	0.3
79. C=CCNC(=O)NC(=O)COC(=O)/C=C/c1ccc(OCc2ccccc2)c(OCC)c1
  15.0	-0.7	-0.5	0.5
80. COc1ccc(CCCc2nnc(SCC(=O)Nc3nc(C)cs3)n2C)c(C)c1
  -9.9	-0.6	-1.1	-0.1
81. CC(=O)Nc1ccc(NC(=O)c2cc3n(n2)C(C(F)(F)F)CC(C2CC2)N3)cc1 (stereo not given)
  -7.1	-2.0	2.1	-0.1
82. Cc1cccc(-c2c(C#N)cnc3ncnn23)c1
  12.1	5.3	-2.1	0.1
83. O=C(CN1C(=O)NC2(CCc3ccccc32)C1=O)Nc1ccc(Br)cc1 (stereo not given)
  4.5	0.4	-0.4	0.0
84. COc1ccccc1NCC(=O)N/N=C(\C)c1ccccc1
  7.4	14.2	-0.6	0.2
85. COC(=O)c1cccc(NC(=O)NC2CC3CCC(C2)N3Cc2cccs2)c1 (stereo not given)
  -13.1	1.2	0.3	-0.1
86. O=C(NCc1ccc2c(c1)OCO2)c1cncc(Br)c1
  -4.2	-6.4	1.7	-0.2
87. CC(C)CNC(=O)C1CC(=O)N(c2ccc(OCC(=O)Nc3cccc(Cl)c3)cc2)C1 (stereo not given)
  -1.1	7.6	0.3	0.1
